Screens deposited in PubChem BioAssay by National Center for Advancing Translational Sciences (NCATS).
KCNH2 3.1 inh: qHTS for Inhibitors of KCHN2 3.1: Mutant qHTS; Potassium voltage-gated channel subfamily H member 2, brain isoform KCNH2 3.1 (human); 0.95% of 340,000 active; activity change, % (tested at about 1.8 µM); AID 720553, 2013; U2OS KCNH2 3.1, thallium flux FluxOr; stronger effect = lower value;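 active means maximum activity change below -70%; inconclusive means maximum activity change from -70% to -50%; inactive means maximum activity change above -50%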;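 further: thallium influx rate constant from kinetic fluorescence after stimulation buffer; on the % scale 0 is the no-effect control and ±100 the full control effect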
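U2OS cells transduced with KCNH2 3.1 mutant virus (1.77 x 10^8 /mL, 4 h), plated overnight at 37 C, loaded 45 min with FluxOr dye plus Red40 quencher. Thallium flux rate constant from kinetic reads after stimulation buffer, normalised to controls.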
GALK inhibitor: qHTS Assay for Inhibitors of Human Galactokinase (GALK); P51570; AID 1868, 2009; Potency, µM (titrated, usually from 57.5 µM), without a hit: at the highest dose activity change, negative = inhibition, actives largely listed as inhibitors; 0.007% of 270,000 active; Purified GALK, Kinase-Glo residual ATP luminescence; further: potency means the concentration at half of the fitted maximal effect; on the % scale 0 is the no-effect control and ±100 the full control effect
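Luminescence from leftover ATP (Ultra-Glo luciferase/luciferin) served as read-out after a 1 h room-temperature reaction of 5 nM GALK with 35 uM ATP and 100 uM galactose.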
USP2a block: qHTS Assay for Inhibitors of Ubiquitin-specific Protease USP2a Using CHOP2 as the Reporter; Potency, µM (doses to about 38.3 µM), inactives show at the highest dose activity change, negative = inhibition, hits mostly inhibitors; AID 463254, 2010; Ubiquitin carboxyl-terminal hydrolase 2 (Homo sapiens), O75604; 0.01% of 330,000 active; USP2 core, Ub-CHOP2 coupled fluorogenic reporter, 485/531;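 further: potency means the concentration at half of the fitted maximal effect; plate controls were DMSO wells for no effect and full inhibition by NEM control for full effect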
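Cell-free coupled assay: 10nM USP2 core preincubated 30min RT with compound in Tris-HCl pH 8.0/CaCl2/CHAPS buffer, then 25nM Ub-CHOP2 and 25nM reporter substrate; fluorescence (Ex 485/Em 531) read after 60min RT, normalized to NEM inhibition, concentration-response curves fitted.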
Giardia kill: Small Molecules that selectively kill Giardia lamblia: qHTS. Giardia lamblia trophozoite viability. activity change, % at 7.66 µM, hits read low. 0.15% of 340,000 active. AID 540267, 2011; in the data active means activity change below about -80%; inconclusive means between about -30% and that limit;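 further: parasites exposed to compound for two days anaerobically before the ATP read; on the % scale 0 is the no-effect control and ±100 the full control effect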
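Trophozoite viability was measured as ATP-dependent luminescence, read 15-30 min after reagent addition. Before that, parasites at 100 cells/well were exposed to compounds for 48 h, anaerobically, at 37 deg C.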
hERG WT inh: qHTS for Inhibitors of KCHN2 3.1: Wildtype qHTS | activity change, % at 1.84 µM | AID 720551, 2013 | 0.37% of 340,000 active | U2OS, BacMam KCNH2, thallium flux FluxOr; stronger effect = lower value;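 active means maximum activity change below -70%; inconclusive means maximum activity change between -70% and -50%; inactive means maximum activity change above -50%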; further: on the % scale 0 is the no-effect control and ±100 the full control effect
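U2OS cells transduced with wild-type KCNH2 virus are loaded with FluxOr dye for 45 min, and thallium flux is measured in kinetic reads before and after stimulation buffer. Rate constants are normalized to DMSO controls.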
FBPA coupling cs: qHTS Assay for Inhibitors of Fructose-1,6-bisphosphate Aldolase from Giardia Lamblia: Coupling assay counterscreen. coupling enzyme system counterscreen, AmpLite Red fluorescence. activity change, negative = inhibition, % at 58.2 µM, hits read low. 0.67% of 290,000 active; in the data active means activity change below about -30%; further: on the % scale 0 is the no-effect control and ±100 the full control effect
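Coupling enzymes only (glyceraldehyde-3-phosphate) + compound, at 57.5 uM final, 10 min RT; add substrate/coupling/AmpLite Red mix, 20 min RT; fluorescence ex 525/em 598 nm. Actives flag coupling-system interference.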
TRPV1 ag: HTS Assay for Compounds that Act as Agonists of the Vanilloid Receptor 1; TRPV1-expressing cells, Fluo-8 calcium influx, agonist mode; activation, % at 8.33 µM; 0.19% of 320,000 active; AID 540275, 2011; in the data active means activation above about 80%; inconclusive means between about 30% and that limit; further: 0% is about no effect
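TRPV1-expressing cells were cultured overnight at 35.5C and loaded with Fluo-8 calcium dye for 40 to 90 min at room temperature. After a 10 s baseline, compound was added and calcium influx was read kinetically for 3 min (ex 480/em 520 nm).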
Menin MLL FP TR: qHTS Assay for Inhibitors Targeting the Menin-MLL Interaction in MLL Related Leukemias: Competition With Texas Red Labeled MLL-derived Mutant Peptide; O00255; Menin + Texas Red MLL mutant peptide, fluorescence polarization; Potency, µM (titrated, usually from 61.6 µM), inactives show top-dose FP activity change, negative = inhibition, hits mostly inhibitors; 0.23% of 270,000 active; active means well fitted inhibition curve with a large enough effect in the polarisation, with a control signal flat, not every such curve was filed as active; inconclusive means small, poorly fitted or top-dose-only effect, or effect the other way, or a change in a side signal; inactive means no such curve, though single readings can be large or run the other way; the % refers to the polarisation; further: potency means the concentration at half of the fitted maximal effect; % of control where 0% means no effect; many of its hits are not listed in these tables
B2AR arrestin: qHTS assay of beta-arrestin-biased ligands of beta2-adrenergic receptor; beta-arrestin recruitment to beta2AR, cell-based reporter; AID 492947, 2010; Potency, µM (top dose mostly 46.1 µM), without a hit: at the top dose activation, actives largely listed as activators; 0.02% of 330,000 active;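 further: potency means the concentration at half of the fitted maximal effect; 0% = DMSO controls and full agonism = EC100 isoproterenol or metaproterenol; nearly all actives have a fitted effect of over 65% in size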
MLL CXXC-DNA inh: qHTS Fluorescence Polarization Assay for Inhibitors of MLL CXXC domain - DNA interaction; Potency, µM (doses to about 115 µM), for the others: at the highest dose activity change, negative = inhibition, actives largely listed as inhibitors; Histone-lysine N-methyltransferase 2A (Homo sapiens), Q03164; MLL-CXXC / FITC-HOXA9 DNA fluorescence polarization; 0.037% of 290,000 active; active means well fitted inhibition curve with a large enough effect in the polarisation, with a control signal flat, not every such curve was filed as active; inconclusive means small, poorly fitted or top-dose-only effect, or effect the other way, or a change in a side signal; inactive means no such curve, though single readings can be large or run the other way; the % refers to the polarisation; further: potency means the concentration at half of the fitted maximal effect
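Steps: dispense CXXC domain solution (7 uM) → pin compounds or unlabeled HOX-A9 DNA control → 5 min ambient → add FLSN-HOX-A9 solution (50 nM) → spin → 30 min ambient → fluorescence polarization. Tris pH 7.5/NaCl/DTT/BSA buffer.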
PKM2 act: qHTS Assay for Activators of Human Muscle isoform 2 Pyruvate Kinase; Pyruvate kinase PKM (Homo sapiens), P14618; AID 1631, 2009; Potency, µM (highest dose often 57.5 µM), for the others: at the highest dose activation, most hits filed as activators; 0.34% of 260,000 active; purified PKM2, Kinase-Glo ATP luminescence, activation; response scale: 0% is enzyme alone, no compound; further: potency means the concentration at half of the fitted maximal effect; on the % scale 0 is the no-effect control and ±100 the full control effect; nearly all actives have a fitted effect of over 55% in size
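Kinase-Glo luminescence reports ATP generated from ADP (0.1 mM) and PEP (0.5 mM) by purified hPK-M2 after 1 h at room temperature, pH 7.2 imidazole buffer; intermediate enzyme activity allows detecting inhibitors and activators.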
The depositor's hits bear a star; ? = inconclusive; . = no result given; [ ] = another dose, or the depositor's remark. Unless noted, the call rests on the fitted dose curve; in most records, active means well fitted curve in the direction sought with a large enough effect; inconclusive means small, poorly fitted or top-dose-only effect, or another doubt; inactive means no such curve, though single readings can be large; an effect the other way counts as inactive or inconclusive. These rows are one share of the data. The share of hits here may be higher or lower than overall.

entry	compound	Menin MLL FP TR	FBPA coupling cs	hERG WT inh	MLL CXXC-DNA inh	KCNH2 3.1 inh	Giardia kill	TRPV1 ag	GALK inhibitor	PKM2 act	B2AR arrestin	USP2a block
1	Cc1ccc2nc(NCc3ccccc3)[nH]c2c1	-4%	1	2	-2%	-5	6	6	7%	-3%	-1.1%	3%
2	N#CC1=C(N)NC(SCC(=O)Nc2ccccc2)=C(C#N)C12CCCC2	47%[activator]	3	-1	2%	-4	-12	2	2%	?	-0.7%	3%
3	CCOc1ccccc1NC(=O)CCCNC(=O)c1ccc(Cl)cc1	-11%	-1	8	14%	-18	-1	?	-1%	.	0.3%	-2%
4	CCc1ccccc1NC(=O)COc1ccc2c(=O)c(Oc3cc(C)ccc3C)coc2c1	-15%	3	-2	10%	-22	-21	0	0%	-9%	0.2%	3%
5	CC(C)C(NC(=O)c1c(F)cccc1F)C(=O)OCN1C(=O)c2ccccc2C1=O (stereo not given)	.	.	6	.	-3	1	-4	.	.	0.3%	-1%
6	O=C(Nc1cccc2c1N(C(=O)c1ccco1)CCC2)c1ccco1	9%	4	-20	14%	2	-6	-2	-4%	0%	-0.3%	5%
7	COc1cc(/C=C(\C#N)c2nc3ccccc3[nH]2)cc(Br)c1OCc1ccc(F)cc1	?	-4	-8	35%[activator]	9	2	?	0%	0%	-1.8%	2%
8	Cc1nc(CC(=O)c2ccc(O)cc2O)cs1	4%	0	-18	3%	8	-13	-2	0%	5%	0.1%	0%
9	O=C(COc1ccc2c(c1)oc(=O)c1ccccc12)NCC1CCC(C(=O)O)CC1 (stereo not given)	-12%	6	-4	-12%	5	7	1	.	4%	0.4%	-1%
10	Cc1ccccc1CN1CCc2c(OCC(=O)N3CCCCC3)cccc2C1=O	?	-1	4	0%	-5	11	26	1%	-2%	0.4%	10%
11	CC(=O)c1cccc(NC(=S)NC(=O)c2ccccc2C)c1	?	4	2	?	1	-26	2	9%	2%	0.1%	1%
12	NC(=O)C1(N2CCCCC2)CCN(C(=O)CCCn2c(=O)[nH]c3ccsc3c2=O)CC1	1%[11.7 µM]	6	41	-1%	-10	13	.	1%	4%	-0.4%	1%
13	O=S(=O)(Nc1ccc(-c2nc3cccnc3s2)cc1)c1ccc(Cl)s1	?	7	-4	6%	0	0	-5	-1%	0%	-0.2%	-1%
14	Cn1cc(S(=O)(=O)N2CCNCC2)cc1C(N)=O	.	.	-7	.	-7	-14	.	.	.	-0.6%	0%
15	C=CCN(c1ccccc1C(=O)NCC(=O)O)S(=O)(=O)c1ccccc1C	.	0	-8	-12%	3	-12	0	.	4%	-0.5%	7%
16	COc1ccc2c(C(=O)CN(C)C3CCCCC3)c[nH]c2c1	14%	0	5	11%	1	3	3	-5%	2%	-0.4%	3%
17	CCc1[nH]nc(C(=O)N2CCCC(C(=O)c3cccc(C(F)(F)F)c3)C2)c1C (stereo not given)	.	.	-5	7%	-2	0	4	-10%	.	-0.5%	1%
18	COc1ccc2cnn(CCOc3ccccc3)c(=O)c2c1OC	11%	0	-17	0%	-1	-11	-1	12%	7%	-0.3%	0%
19	COc1ccc(CC(=O)Nc2ccc(-c3noc(-c4cc(OC)c(OC)c(OC)c4)n3)cc2)cc1	?	1	-10	2%	-20	6	0	-3%	1%	-0.3%	1%
20	CC(NC(=O)C[n+]1cccc(Br)c1)c1ccccc1 (stereo not given)	-5%	2	-3	?	-2	-18	-1	0%	.	0.5%	0%
21	O=C(O)CC1=C(Nc2ccccc2)C(=O)N(c2ccccc2)C1c1ccc(Cl)cc1 (stereo not given)	.	3	-10	5%	11	-20	4	-2%	7%	0.0%	-1%
22	COCCn1nnnc1C(C(C)C)N1CCN(C(=O)c2ccco2)CC1 (stereo not given)	-3%	2	-1	9%	0	10	3	1%	3%	-0.3%	1%
23	COC(=O)C1C(=O)C(C(=O)c2ccccc2)C(=O)CC1(C)C (stereo not given)	-15%	-1	-12	0%	-2	-6	-4	7%	-11%[11.5 µM]	-0.3%	3%
24	O=C(NNC(=O)C1CC1)c1ccc(-c2ccccc2)cc1	0%	4	0	0%	-7	-18	3	-1%	-2%	-0.1%	-6%
25	CCOc1ccc(NC(=O)CN(C)C(=O)c2ccccc2CCc2ccccc2)cc1OCC	.	.	5	.	2	10	-3	.	.	-0.7%	-1%
26	CCc1ccc(C2=NN(CCC(=O)NC(C)c3ccc4c(c3)OCCO4)C(=O)CC2)cc1 (stereo not given)	?	-1	-3	-1%	11	-6	-2	1%	2%	-1.1%	1%
27	Cc1ccnc2nc(C(=O)OCCOc3ccccc3)nn12	4%	0	5	10%	2	-11	-3	-1%	2%	0.3%	2%
28	Cc1onc(-c2ccccc2)c1C(=O)OCC(=O)Nc1ccc(Cl)cc1	.	.	-3	.	-22	-2	14	.	.	2.8%	-9%
29	O=C1C(NS(=O)(=O)c2cccs2)=C(N2CCOCC2)C(=O)c2ccccc21	.	-24	-6	-4%	-6	-16	-4	-1%	-4%	-0.6%	2%
30	O=C(COC(=O)/C=C/c1cccc(Cl)c1)NCCC1=CCCCC1	-1%	-3	0	-6%	-4	1	2	0%	-6%	0.2%	-1%
31	O=C(COC(=O)c1nc(Cl)ccc1Cl)NCc1ccc(Cl)cc1Cl	.	.	-17	.	-8	-7	-1	.	.	-0.3%	1%
32	Cn1c(=O)n(CCC(=O)O)c2ccccc21	3%	3	-8	-8%	-8	-1	-1	-2%	-1%	-0.1%	-10%
33	Cc1cc(C(=O)N2CCCC(N3CCN(c4cccc(Cl)c4)CC3)C2)nn1C (stereo not given)	.	.	19	15%	-9	-6	-2	-5%	-5%	-0.2%	1%
34	O=Cc1ccc(-n2nncc2-c2ccc([N+](=O)[O-])cc2)cc1	2%	0	-38	1%	?	-16	1	5%	1%	0.0%	0%
35	CCN(CC)S(=O)(=O)c1cc(NC(=O)CO/N=C(\N)c2ccccc2Cl)ccc1C	.	.	-10	.	8	11	1	.	.	0.1%	6%
36	Cc1ccc(NC(=O)/C=C/c2ccc(Cl)cc2)nc1	9%	-3	0	9%	0	-29	2	1%	0%	0.2%	10%
37	COc1ccc(C(=O)CC(=O)c2ccc(C)cc2)c(O)c1	32%[activator]	0	7	-2%	-7	-16	14	-1%	2%	0.4%	-2%
38	CCOC(=O)[C@H]1[C@H]2COc3ccccc3[C@@H]2N2C(=O)c3cc(C)ccc3NC(=O)[C@@]12C	.	.	-4	.	10	22	?	.	.	-0.5%	-2%
39	Cc1nc(NC(=O)CN2CC(C)OC(C)C2)sc1C(=O)N(C)C (stereo not given)	-2%	1	12	1%	7	-18	-1	-6%	-12%	-0.7%	-1%
40	NC(=O)CC(NC(=O)c1ccc(Br)cc1)c1ccc(NCCc2ccc(F)cc2)c([N+](=O)[O-])c1 (stereo not given)	.	1	5	0%	0	-8	0	-4%	-3%	0.0%	-1%
41	O=C1NC(=O)C(CC(=O)N(Cc2ccco2)C2(C(=O)NC3CCCCC3)CCCCC2)N1 (stereo not given)	-2%	1	-3	11%	2	-1	1	0%	2%	-1.9%	0%
42	Cc1nn(CCC#N)c(NC(=O)c2ccc(Cl)cc2)c1P(=O)(Nc1ccc([N+](=O)[O-])cc1)N1CCOCC1 (stereo not given)	.	-2	10	2%	0	-6	-6	1%	-9%	-0.8%	0%
43	C[C@@]12C(=O)Nc3ccccc3C(=O)N1[C@H]1c3cc(Cl)ccc3OC[C@@H]1[C@@H]2c1ccccc1	.	.	13	.	-20	1	.	.	.	8.6%	-12%
